Bioassay records as filed in PubChem BioAssay.
HIF-2a block – blocks HIF-2a reporter activity | 786-0 RCC cells HIF-2a reporter, luciferase luminescence, overnight | 0.72% of 360,000 active | inhibition, % at 18.8 µM | AID 624352;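 active = inhibition of the luminescence signal of 40% or more relative to plate controls, in a single-dose primary screen at 18.75 µM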
CaV13 FRET inh – Disruptors of the CACNA1D IQ motif to Ca2+-dependent inactivation inhibitor domain association, primary screening, Förster resonance energy transfer in intact living … | HEK cells, CFP/YFP FRET ICDI-IQ, plate reader, 10 min; percent FRET-ratio fall versus neutral wells | inhibition, % at 12.3 µM | AID 743397 | 0.098% of 340,000 active;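 active = mean replicate inhibition of at least 30% and at least 1% of replicates passing that level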;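 note: 0% = median of the neutral control wells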
iPSC survival up – increases survival of single human iPS cells; hiPSC single-cell survival, ATPlite luminescence; 100% = ROCK inhibitor wells, 0% = DMSO; survival enhancement, % at 20 µM; 0.044% of 360,000 active; AID 602274; in the data active = survival enhancement above about 18%;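 note: cells exposed to compounds for 16 hours before the ATP read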
Shn3 3UTR inh – reduces Shn3 3'UTR luciferase signal in osteoblasts; Clone20 osteoblast Shn3 3'UTR firefly luciferase, 24 h; inhibition, % at 12.5 µM; 0.52% of 360,000 active; AID 588674;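 active = mean inhibition of at least 75% with every replicate also reaching 75%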;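 note: 0% = median of neutral control wells and 100% = pilot-screen positive control compound; some compounds past the cut are filed as inactive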
HTR2A ag – agonists of mouse serotonin 5-HT2A receptor (HTR2A); P35363; CHO-K1 mHTR2A beta-arrestin complementation, luminescence; percent of 30 µM serotonin response; activation, % at 7.6 µM; 0.66% of 360,000 active; AID 624169;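 active = activation above a run cutoff, the mean activation of all tested compounds plus 3 SD, cut at about 14% in these data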;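 note: 0% = plate median of compound wells and 100% = 30 µM serotonin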
Target sequence (P35363 whole entry, looked up): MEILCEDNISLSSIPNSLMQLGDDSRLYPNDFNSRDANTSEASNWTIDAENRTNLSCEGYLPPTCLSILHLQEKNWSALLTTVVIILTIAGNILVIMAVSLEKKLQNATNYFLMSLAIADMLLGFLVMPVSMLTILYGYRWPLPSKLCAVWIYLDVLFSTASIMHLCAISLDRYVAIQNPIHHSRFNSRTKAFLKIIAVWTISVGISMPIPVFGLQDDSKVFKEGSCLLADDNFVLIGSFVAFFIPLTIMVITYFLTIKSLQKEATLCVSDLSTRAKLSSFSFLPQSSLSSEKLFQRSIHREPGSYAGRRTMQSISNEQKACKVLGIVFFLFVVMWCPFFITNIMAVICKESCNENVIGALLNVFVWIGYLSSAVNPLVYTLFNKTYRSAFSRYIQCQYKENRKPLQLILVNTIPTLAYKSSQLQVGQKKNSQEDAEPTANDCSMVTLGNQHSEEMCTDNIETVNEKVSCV
Peg3 promoter – reduces Peg3 promoter-driven luciferase expression in HeLa. HeLa PEG-Prom luciferase reporter, luminescence, overnight. inhibition, % at 20 µM. AID 588405. 1.7% of 360,000 active;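 active = inhibition of at least 50% at 20 µM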
PDI turbidity – inhibitors of human protein disulfide isomerase | 0.052% of 350,000 active | PDI insulin aggregation turbidity, A650, 90 min | P07237 | inhibition, % at 10 µM;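 active = mean inhibition across replicates of 30% or more, whatever share of single replicates reach that level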;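 note: absorbance from insulin aggregation driven by PDI reduction with DTT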
Target sequence (P07237 whole entry, looked up): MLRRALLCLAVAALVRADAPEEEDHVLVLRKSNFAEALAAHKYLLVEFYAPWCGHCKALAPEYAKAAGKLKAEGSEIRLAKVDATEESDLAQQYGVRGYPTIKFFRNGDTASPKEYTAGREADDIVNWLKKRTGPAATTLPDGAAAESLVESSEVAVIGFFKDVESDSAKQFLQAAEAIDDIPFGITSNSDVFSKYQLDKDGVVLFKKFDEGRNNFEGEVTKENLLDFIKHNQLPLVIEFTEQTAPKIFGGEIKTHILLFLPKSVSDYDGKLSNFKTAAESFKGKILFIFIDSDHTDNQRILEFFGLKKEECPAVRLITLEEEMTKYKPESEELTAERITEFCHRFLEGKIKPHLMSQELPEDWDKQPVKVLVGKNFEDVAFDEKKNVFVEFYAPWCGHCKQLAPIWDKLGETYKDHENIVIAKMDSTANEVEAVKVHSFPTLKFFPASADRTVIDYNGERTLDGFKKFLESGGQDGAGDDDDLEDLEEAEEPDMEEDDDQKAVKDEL
H9c2 protect – modulators protecting cardiomyocytes from myocardial damage. H9c2 cardiomyocytes, H2O2 injury protection, ATPLite, 2 h. protection from H2O2 cell death, % at 20 µM. 0.63% of 360,000 active;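 active = compounds giving at least 50% protection of heart cells from peroxide-induced death in the single-dose screen, raw or plate-pattern-corrected value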;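 note: 0% = DMSO wells with peroxide and 100% = DMSO wells without peroxide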
NR2E3 ag-1 – human photoreceptor-specific nuclear receptor agonism | AID 602229 | CHO-S Gal4-NCOR/VP16-NR2E3 two-hybrid, luciferase | 0.35% of 360,000 active | inhibition of corepressor binding, % at 3.98 µM;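 active = inhibition above the mean of all tested compounds plus 3 SD, cut at about 70% in these data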;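 note: 0% = DMSO with NR2E3 transfected cells and 100% = cells lacking NR2E3 construct; higher means lower luciferase signal from less NR2E3 corepressor binding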
NR2E3 ag-2 – agonists of human nuclear receptor NR2E3; Q9Y5X4; GST-NR2E3/biotin-RetCOR TR-FRET, 1536-well; inhibition of corepressor binding, % at 4.78 µM; 0.12% of 320,000 active; AID 2300;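 active = percent inhibition above the cutoff of mean plus 3 SD of all tested compounds, set per screening campaign, cut at about 20% in these data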;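 note: 0% = DMSO wells and 100% = biotin wells as full block of FRET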
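System: GST-NR2E3 and biotin-RetCOR proteins; probe or stimulus: 7 nM biotin-RetCOR; doses: compound at 4.8 µM, single dose; schedule: Compound–protein incubation for 5 h at 4 °C; detection: time-resolved FRET; read-out: percent inhibition; controls: biotin wells as high control, 0.6% DMSO wells as low control; format: 1536-well plates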
TRPM1 prom inh – MITF TRPM1 promoter inhibition in SK-MEL-5 cells; SK-MEL-5 TRPM1 promoter luciferase, 24 h; inhibition, % at 12.5 µM; 0.83% of 330,000 active; AID 488899;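 active = mean inhibition across replicates of 60% or more, whatever share of single replicates reaches that level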; note: values of inactives mirror those of a sister screen read the other way
* = called active by the depositor; . = no result given.

Every second line gives: HIF-2a block	CaV13 FRET inh	iPSC survival up	Shn3 3UTR inh	HTR2A ag	Peg3 promoter	PDI turbidity	H9c2 protect	NR2E3 ag-1	NR2E3 ag-2	TRPM1 prom inh
> COCCn1c(Cc2ccccc2)nnc1SCc1ccc([N+](=O)[O-])cc1
    -38	-4	-1.2	16	-4	-21	-1	-1	12	0	-2
> COc1ccc(-c2nnc(SCC(=O)Nc3ncc(C)s3)n2-c2ccccc2)cc1OC
    9	-5	-1.1	18	2	20	-11	18	-6	-4	20
> C1=Cc2ccccc2Nc2ccccc21
    5	-1	-0.5	-8	-3	10	3	-6	-18	0	1
> CN(Cc1c(C(=O)N(C)Cc2ccccc2)nc2ccccn12)CC1Cc2ccccc2O1 (configuration not stated)
    13	-4	0.3	40	-4	36	-1	13	13	-5	8
> CCn1c(=O)cc(OCC(=O)NCc2cccnc2)c2ccccc21
    15	-7	-2.1	-15	-3	-4	-3	6	-5	0	8
> COc1cccc(-n2c(C)nc3c(cnn3-c3ccc(C)cc3)c2=O)c1
    -20	0	4.0	58	4	-22	-15	-30	41	4	1
> O=c1c2c(-c3ccccc3)ccnc2[nH]n1-c1ccccc1
    -77	-4	-0.5	-22	1	-89	2	7	-32	-5	-11
> Cc1ccc(S(=O)(=O)Nc2ccccc2F)cc1C(=O)NNC(=O)c1ccccc1O
    -5	-7	-0.3	-11	-7	20	-1	7	6	1	14
> O=C(NC(c1ccc2c(c1)OCO2)c1ccccn1)C1CCN(CCOc2ccc(Cl)cc2Cl)CC1 (configuration not stated)
    -13	-5	2.5	5	-6	10	1	1	-7	.	.
> CCOc1ccc(S(=O)(=O)NCCC(=O)N2CCN(c3ccc(OC)cc3)CC2)cc1
    18	3	-0.5	38	-1	28	8	4	-7	-4	-2
> O=c1[nH]c(=S)[nH]c2sccc12
    -33	-3	-0.5	-3	-3	-11	-17	-2	-65	5	-4
> Cc1cccc(N2N=C(C(=O)Nc3ccc(Cl)c(S(=O)(=O)N4CCOCC4)c3)CCC2=O)c1
    16	-6	-0.5	3	7	14	-6	5	-15	1	-1
> O=S(=O)(c1ccccc1F)N1CCN(Cc2cc3c(cc2O)OCO3)CC1
    6	-6	-0.4	-13	-4	6	-8	14	-27	2	-4
> C=CCc1cccc(/C=N/NC(=O)CCCNc2ccc(C)cc2)c1O
    20	-3	0.1	24	0	29	-1	49	-15	1	4
> CC(=O)c1cccc(N(C(=O)CNC(=O)c2ccco2)C(C(=O)NC2CCCC2)c2ccncc2)c1 (configuration not stated)
    3	-4	0.0	2	-4	-9	-5	0	13	3	0
> O=C(NC(=S)N1CCCCC1CO)c1cccs1 (configuration not stated)
    -15	-6	-2.4	-3	10	-5	1	-2	9	.	6
> COc1ccccc1NC(=O)CCc1c(C)[nH]c(=O)c(C#N)c1C
    9	.	-0.4	-20	0	8	1	18	-1	0	-3
> COc1ccc(NC(=O)[C@@H](NS(=O)(=O)c2cccc(Cl)c2)C(C)C)cc1S(=O)(=O)N1CCOCC1
    12	-6	-0.2	0	-6	0	6	-3	-7	.	5
> COc1c(O)c(=O)n2c3ccccc3c3ccnc1c32
    7	.	2.2	-7	-5	-12	.	3	-27	-5	-3
> CC(C)n1ncc2c(C(=O)Nc3cccc(S(=O)(=O)N(C)C)c3)cc(C3CC3)nc21
    -5	-18	-0.4	5	-8	38	-9	5	11	0	-3
> Fc1ccc(CO/N=C2\CCCc3nonc32)cc1
    -150	2	-0.2	3	1	-82	0	-2	-56	0	-23
> Cc1cc(C)n(-c2ccc(S(=O)(=O)N3CCCC3)cc2[N+](=O)[O-])n1
    13	-2	0.4	1	0	19	5	-10	-3	2	-6
> COc1ccc(CN(C)CC(=O)NCC(=O)Nc2c(C)cccc2C)cc1
    4	-6	-2.1	14	5	0	1	0	2	5	-1
> CCn1c(SCC(=O)N2CCN(S(=O)(=O)c3ccccc3)CC2)nnc1-c1cccs1
    7	-5	-1.4	18	-1	18	-2	2	-8	7	8
> Cn1c(=O)cc(OCCCC(=O)NCc2ccc(F)cc2Cl)c2ccccc21
    -9	0	1.6	12	3	-13	11	4	-8	1	9
> O=C(Nc1ccccc1SCC1CSc2nc3ccccc3c(=O)n21)c1cccc(Cl)c1 (configuration not stated)
    4	-2	-0.7	-1	2	23	12	35	-16	-2	-1
> COc1ccc(OC)c(NC(=O)CC2SC(=N)N(c3ccccc3)C2=O)c1 (configuration not stated)
    17	5	-0.4	-6	-2	5	4	3	4	-2	7
> O=C(OC1CCOC1=O)c1ccc(Cl)c(S(=O)(=O)N2CCCCC2)c1 (configuration not stated)
    16	0	-0.4	-1	-2	4	-3	5	-9	2	1
> NC/C(=N\O)c1ccc(Cl)cc1Cl
    12	-9	-0.6	11	-1	-1	-2	-3	-7	5	0
> CC(OC(=O)Cn1cnc2ccccc2c1=O)C(=O)N(C)c1ccccc1 (configuration not stated)
    9	-2	-0.2	-1	3	10	1	2	-1	0	8

Continuation:
Every second line gives: HIF-2a block	CaV13 FRET inh	iPSC survival up	Shn3 3UTR inh	HTR2A ag	Peg3 promoter	PDI turbidity	H9c2 protect	NR2E3 ag-1	NR2E3 ag-2	TRPM1 prom inh
> CCOC(=O)C1CCN(C(=O)COc2ccc(S(=O)(=O)N3CCOCC3)cc2)CC1
    -11	-6	-0.4	14	1	0	-3	-3	0	1	-2
> CCOc1ccc2oc(=O)cc(CN3CCOCC3)c2c1
    26	-12	3.0	10	0	11	6	-2	-13	.	2
> O=c1cc(N2CCCCC2)c(-c2ccccc2)nn1Cc1ccc(Cl)cc1
    -1	-5	5.1	17	-3	7	6	3	-14	3	1
> CC(C)NC(=O)CCCn1c(=S)[nH]c2cc3c(cc2c1=O)OCO3
    16	-6	-0.1	-6	0	18	3	6	-5	7	10
> CCCCC(=O)c1ccc(O)cc1
    -43	-8	-1.2	-9	3	-16	0	4	-11	0	-17
> CC(C)CNC(=O)C1(C)CCCN1C(=O)Cc1cccc2ccccc12 (configuration not stated)
    4	-4	-3.1	-1	2	-17	10	4	17	.	.
> CCCCCCCC(=O)NNC(=O)c1c(O)c2ccccc2n(CC)c1=O
    15	-3	0.3	-6	-1	15	-6	-10	-1	4	9
> COc1ccc(C(=O)Nc2ccc(N3CCC(C)CC3)cc2)cc1Br
    -12	-10	2.2	4	0	-1	-6	1	3	0	-6
> COc1ccc(-c2oc3ncn(Cc4ccco4)c(=N)c3c2-c2ccc(OC)cc2)cc1
    9	-7	-1.6	.	4	9	-10	-17	-33	-1	-1
> CN(C)c1ccc(S(=O)(=O)NCC(=O)OCC(=O)c2ccc[nH]2)cc1[N+](=O)[O-]
    11	-5	-0.7	-21	3	8	7	29	-40	3	9
> CCn1ncc([N+](=O)[O-])c1C(=O)Nc1ccc(C(=O)N2CCCCC2)cc1
    12	-9	-0.5	7	-1	-12	0	-3	-14	-1	-2
> COc1ccccc1NC(=O)CCc1nnc2ccc(NCc3ccco3)nn12
    17	-7	0.9	-23	4	12	0	2	0	0	0
> COc1ccc(CCN2CC(C(=O)OCC(=O)NC(C)c3cccc(Cl)c3)CC2=O)cc1OC (configuration not stated)
    6	-2	0.1	-4	-12	-4	-13	0	-5	0	.
> Cn1cc([N+](=O)[O-])c(C(=O)N/N=C\c2c[nH]c3ccccc23)n1
    -33	-5	-0.5	-7	-3	-6	6	8	-7	1	16
> COc1cnn(-c2ccccc2)c(=O)c1OC
    10	-5	0.4	6	-1	-2	-2	-1	2	-1	-7
> Cc1cc(S(=O)(=O)N2CCCOC2CNC(=O)C(=O)NCc2cccs2)ccc1F (configuration not stated)
    8	-6	0.1	-3	-1	17	0	-6	4	0	-2
> Cc1nc(CS(=O)(=O)c2ccc(Cl)cc2)cc(Sc2ccccc2Cl)n1
    -24	-1	-1.6	3	-3	-10	-4	-5	-24	5	1
> CN1C(=O)c2cccc3c(S(N)(=O)=O)ccc1c23
    23	-7	0.8	6	2	34	6	6	-4	5	0
> Cc1ccsc1C1Nc2ccc3ncccc3c2C2=C1C(=O)CC(C)(C)C2 (configuration not stated)
    26	-9	-1.9	17	-5	29	-2	15	-31	0	29
> O=S(=O)(Nc1nc2ccccc2nc1N1CCc2ccccc2C1)c1ccc(Br)cc1
    -6	-6	-3.3	-46	0	-30	1	-6	-142	2	-28
> COc1cc2c(cc1OC)-c1cc(Nc3cccc(F)c3)nc(=O)n1CC2
    -29	-4	0.3	20	1	5	-12	26	5	.	-69
> C#C[C@]1(O)CC[C@H]2[C@@H]3CCC4=C(CCC(=O)C4)[C@H]3CC[C@@]21C
    -5	-5	1.7	10	2	22	0	12	-21	2	7
> Cc1nn(-c2ccc(Cl)cc2)c2sc(C(=O)N3CCN(c4ccccn4)CC3)cc12
    -4	-5	-1.2	20	7	17	12	15	-5	2	-5
> C[C@H]1CN([C@@H](C)CO)C(=O)c2cccc(NC(=O)C3CC3)c2O[C@H]1CN(C)CC1CCCCC1
    3	-4	1.1	-2	-6	2	1	0	-6	.	-10
> COc1ccc(NC(=O)c2cc(C3CCCCN3C(=O)C3CCCCC3)on2)c(C)c1 (configuration not stated)
    10	-11	-1.0	-4	1	3	7	-10	8	.	.
> CC(=O)C1=C(c2ccccc2)NC(=O)NC1c1ccccc1OCC(=O)Nc1ccccc1 (configuration not stated)
    16	-5	0.1	11	1	22	-3	13	10	2	-17
> COC(=O)c1sccc1NC(=O)c1c(C)c(-c2cccc(Cl)c2)nc2ccccc12
    22	-17	-1.3	-6	4	15	0	1	-8	2	-8
> O=C(/C=C\c1ccco1)c1ccc(NC(=O)c2ccco2)cc1
    -154	-8	-1.6	-22	5	-113	-7	15	-51	2	-41
> CC(=O)Nc1ccc(S(=O)(=O)N2CCC(N(C)CCC(C)C)CC2)cc1
    9	-4	-1.3	2	7	9	4	-5	12	-1	6
> CC1CN(c2ncnc3c2oc2ccccc23)CC(C)O1 (configuration not stated)
    -115	.	-5.4	-14	-1	-72	3	-5	-43	2	-5

The listing continues.
Every second line gives: HIF-2a block	CaV13 FRET inh	iPSC survival up	Shn3 3UTR inh	HTR2A ag	Peg3 promoter	PDI turbidity	H9c2 protect	NR2E3 ag-1	NR2E3 ag-2	TRPM1 prom inh
> CCOC(=O)c1cnc2c(cnn2C)c1NCCCN(C)C
    1	-5	0.5	2	-1	62*	-1	-2	14	0	-1
> CC(C)(C)c1cc(OC(=O)c2ccccc2F)ccc1O
    -14	-5	-1.5	-5	8	-21	3	-18	-13	2	6
> O=C1CC(C(=O)N2CCCc3ccccc32)CN1c1ccc(Cl)cc1 (configuration not stated)
    -28	-7	0.7	-22	-7	0	1	4	-23	9	-5
> COc1ccc(N(CC(=O)Nc2c(C)n(C)n(-c3ccccc3)c2=O)S(=O)(=O)c2ccc(F)cc2)cc1
    17	-18	-1.6	14	7	-3	-7	18	9	0	-4

No enrichment for hits; about 3.9% have a hit in one of these screens.
